Screens: PubChem BioAssay, several laboratories
Rac1 mut GTP: human Rac1 activated mutant GTP binding change. P63000. GST-Rac1 activated beads, fluorescent GTP binding, flow cytometry; actives lie on both sides; 100% means binding = to untreated wells. percent activity (GTP binding), % at 10 µM. 0.11% of 190,000 active. AID 764;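 active = GTP binding at least 20 percentage points away from the 100% baseline, in either direction, so actives lie on both sides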
HRas wt GTP: changes GTP binding to wildtype human HRas; P01112; GST-Ras wt beads, Bodipy-FL-GTP binding, flow cytometry; actives lie on both sides; GTP binding activity, % at 10 µM; 0.14% of 190,000 active; AID 759;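 active = GTP binding activity at least 20% away from the 100% baseline, either lowered as inhibitor or raised as activator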;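 also: 0% = unlabeled GTP competition control and 100% = no-compound control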
Target sequence (P01112 whole entry, looked up): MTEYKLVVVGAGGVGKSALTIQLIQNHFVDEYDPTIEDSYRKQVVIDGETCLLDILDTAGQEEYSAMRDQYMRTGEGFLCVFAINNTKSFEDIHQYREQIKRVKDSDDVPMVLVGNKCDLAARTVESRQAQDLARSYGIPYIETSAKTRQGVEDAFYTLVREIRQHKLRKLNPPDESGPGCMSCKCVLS
Avidin fluor: avidin bead compound fluorescence profile. Avidin beads, compound fluorescence 488/530 nm, flow cytometry; stronger effect = higher value. fluorescence (KMESF) at 10 µM. 0.38% of 220,000 active. AID 1775; in the data active = fluorescence above about 47; also: inactives centre near 10
GSH bead fluor: GSH bead compound fluorescence profile. GSH beads flow cytometry, compound fluorescence 488/530 nm; stronger effect = higher value. fluorescence (KMESF) at 10 µM. 0.25% of 190,000 active. AID 1776; in the data active = fluorescence above about 89;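 also: glutathione beads carrying GST-tagged Bcl family fusion proteins plus one bare bead set; values are compound well signal with DMSO vehicle wells as background; inactives centre near 16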
Rac1 wt GTP bind: modulators of human Rac1 wildtype GTP binding. P63000. GST-Rac1 beads, fluorescent GTP binding, flow cytometry; actives lie on both sides; 0 = cold GTP competed, 100 = untreated. GTP binding activity (% of control), % at 10 µM. 0.27% of 190,000 active. AID 757;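 active = GTP binding activity at least 20 points away from the 100% control level, either lower or higher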
Cdc42 wt: changes GTP binding to wildtype human Cdc42; P60953; GST-Cdc42 beads, Bodipy-GTP binding, flow cytometry; actives lie on both sides; percent activity (GTP binding), % at 10 µM; 0.2% of 190,000 active; AID 761;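 active = percent activity GTP binding at least 20 points away from the 100% baseline, either down as inhibitor or up as activator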;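 also: median bead fluorescence of bound Bodipy-FL-GTP at 100 nM; 0% = excess unlabeled GTP control and 100% = no compound control; below 100% means less GTP binding so inhibitor and above means activator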
Target sequence (P60953 whole entry, looked up): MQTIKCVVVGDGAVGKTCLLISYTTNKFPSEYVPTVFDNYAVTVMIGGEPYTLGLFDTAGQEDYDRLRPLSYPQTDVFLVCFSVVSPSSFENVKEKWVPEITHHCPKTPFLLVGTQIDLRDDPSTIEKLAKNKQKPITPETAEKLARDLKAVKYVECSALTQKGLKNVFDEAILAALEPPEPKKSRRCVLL
Rab7 wt modul: alters GTP binding to wildtype dog Rab7; GST-Rab7 beads, fluorescent GTP binding, flow cytometry; actives lie on both sides; untreated = 100%, excess cold GTP = 0%; 0.055% of 190,000 active; GTP binding activity (percent of control), % at 10 µM;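 active = fluorescent GTP binding to Rab7 beads changed by at least 20 points from the 100% baseline, either direction, mostly lower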;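 also: median green fluorescence of bound Bodipy-FL-GTP per Rab7 bead population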
ABCG2 block: blocks JC-1 efflux by human ABCG2 transporter; AID 1325; IgMXP3 cells, flow cytometry; inhibition, % at 6.6 µM; Q9UNQ0; 0.1% of 190,000 active;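 active = inhibition above 80%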;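 also: 0% = DMSO and 100% = nicardipine control wells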
Target sequence (Q9UNQ0 whole entry, looked up): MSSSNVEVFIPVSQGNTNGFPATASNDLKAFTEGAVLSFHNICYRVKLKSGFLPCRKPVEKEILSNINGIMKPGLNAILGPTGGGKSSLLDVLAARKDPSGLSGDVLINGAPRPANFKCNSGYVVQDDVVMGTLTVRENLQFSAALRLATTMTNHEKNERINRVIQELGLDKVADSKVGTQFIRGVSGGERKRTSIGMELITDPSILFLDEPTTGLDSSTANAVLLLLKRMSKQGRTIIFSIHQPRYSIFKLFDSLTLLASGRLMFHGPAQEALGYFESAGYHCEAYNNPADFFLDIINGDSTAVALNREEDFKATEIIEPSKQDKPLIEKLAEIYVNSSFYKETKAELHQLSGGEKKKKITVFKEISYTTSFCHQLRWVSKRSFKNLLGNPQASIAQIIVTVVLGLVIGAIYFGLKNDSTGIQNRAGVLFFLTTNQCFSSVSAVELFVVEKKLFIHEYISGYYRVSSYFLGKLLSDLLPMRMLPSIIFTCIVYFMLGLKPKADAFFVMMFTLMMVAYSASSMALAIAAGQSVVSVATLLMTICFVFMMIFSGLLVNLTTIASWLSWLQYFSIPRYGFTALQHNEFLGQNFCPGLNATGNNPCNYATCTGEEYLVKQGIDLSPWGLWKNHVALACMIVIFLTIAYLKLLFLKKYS
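Assay system – ABCG2 IgMXP3 and barcoded ABCB1 CCRF-Adr cell mix · Input – 3 million cells/mL in well · Reagent – JC-1 fluorescent substrate · Compound – single test compound dose, 6.6 µM final · Timing – 10 min exposure at 25 °C with rotation, no wash · Detection – flow cytometry of retained JC-1 fluorescence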
ABCB1 block: blocks JC-1 efflux by human ABCB1 transporter. P08183. CCRF-Adr cells, flow cytometry. inhibition, % at 6.6 µM. 0.067% of 190,000 active; in the data active = inhibition above about 40%;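 also: 0% = vehicle and 100% = reference inhibitor; higher value means more JC-1 retained so stronger ABCB1 efflux block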
Pf gametocyte: P. falciparum stage V gametocyte viability inhibition; P. falciparum stage V gametocytes, ATP luminescence, 24 h; inhibition, % at 10.9 µM; 0.065% of 150,000 active;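 active = inhibition above the mean plus 3 SD of compounds within the control limits, set per campaign, cut at about 38% in these data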;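 also: 0% = DMSO wells and 100% = medium only without gametocytes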
Rab2 wt GTP: changes GTP binding to wildtype dog Rab2A, up or down; GST-Rab2 wt beads, Bodipy-GTP binding, flow cytometry; GTP binding activity, % at 10 µM; 0.19% of 190,000 active; AID 760;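 active = GTP binding activity at least 20 points away from 100%, either lowered or raised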;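 also: 0% = beads with excess unlabeled GTP and 100% = no-compound control corrected for plate trend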
An asterisk follows results filed as active.

Start of the data: the first two compounds, to show the layout:
Results for COc1ccc(C2(CNC(=O)c3cccc([N+](=O)[O-])c3)CCOCC2)cc1 ?
Rac1 mut GTP: 102.0; HRas wt GTP: 103.0; Avidin fluor: 11; GSH bead fluor: 12; Rac1 wt GTP bind: 107.0; Cdc42 wt: 105.0; Rab7 wt modul: 102.0; ABCG2 block: 30.0; ABCB1 block: 1.1; Rab2 wt GTP: 102.0

Results for Cn1c(SCC(=O)Nc2ccc(Br)cc2F)nnc1-c1ccco1 ?
Rac1 mut GTP: 96.0; HRas wt GTP: 97.0; Avidin fluor: 8; GSH bead fluor: 17; Rac1 wt GTP bind: 100.0; Cdc42 wt: 97.0; Rab7 wt modul: 95.0; ABCG2 block: 4.2; ABCB1 block: 1.1; Rab2 wt GTP: 96.0

Main list, previewed entries included:
Results for COc1ccc(C2(CNC(=O)c3cccc([N+](=O)[O-])c3)CCOCC2)cc1 ?
Rac1 mut GTP: 102.0; HRas wt GTP: 103.0; Avidin fluor: 11; GSH bead fluor: 12; Rac1 wt GTP bind: 107.0; Cdc42 wt: 105.0; Rab7 wt modul: 102.0; ABCG2 block: 30.0; ABCB1 block: 1.1; Rab2 wt GTP: 102.0

Results for Cn1c(SCC(=O)Nc2ccc(Br)cc2F)nnc1-c1ccco1 ?
Rac1 mut GTP: 96.0; HRas wt GTP: 97.0; Avidin fluor: 8; GSH bead fluor: 17; Rac1 wt GTP bind: 100.0; Cdc42 wt: 97.0; Rab7 wt modul: 95.0; ABCG2 block: 4.2; ABCB1 block: 1.1; Rab2 wt GTP: 96.0

What do the screens show for `COC(=O)C1[C@H]2C(=O)N(Cc3cccs3)C[C@]23C=C[C@H]1O3` (stereo partly drawn)?
Rac1 mut GTP: 100.0; HRas wt GTP: 104.0; Avidin fluor: 18; GSH bead fluor: 30; Rac1 wt GTP bind: 103.0; Cdc42 wt: 106.0; Rab7 wt modul: 100.0; ABCG2 block: 1.3; ABCB1 block: 1.0; Rab2 wt GTP: 102.0

How did O=C1CC(C2CCCO2)C(=O)N1c1cccc(Cl)c1 (stereo not drawn) do in these assays?
Rac1 mut GTP: 106.0; HRas wt GTP: 107.0; Avidin fluor: 13; GSH bead fluor: 14; Rac1 wt GTP bind: 117.0; Cdc42 wt: 112.0; Rab7 wt modul: 100.0; ABCG2 block: 1.2; ABCB1 block: 0.5; Rab2 wt GTP: 103.0

How did N#C/C(=C\c1ccc(-c2ccc(C(=O)O)cc2)o1)C(=O)NCC1CCCO1 (stereo not drawn) do in these assays?
Rac1 mut GTP: 99.0; HRas wt GTP: 102.0; Avidin fluor: 15; GSH bead fluor: 7; Rac1 wt GTP bind: 103.0; Cdc42 wt: 102.0; Rab7 wt modul: 101.0; ABCG2 block: 4.3; ABCB1 block: 2.4; Rab2 wt GTP: 98.0

Results for O=C1c2ccccc2C(=O)c2c(NCCCN(CCO)CCO)cccc21 ?
Rac1 mut GTP: 95.0; HRas wt GTP: 95.0; Avidin fluor: 8; GSH bead fluor: 8; Rac1 wt GTP bind: 93.0; Cdc42 wt: 93.0; Rab7 wt modul: 99.0; ABCG2 block: 9.3; ABCB1 block: 0.9; Pf gametocyte: -9.3; Rab2 wt GTP: 96.0

Results for Cc1cccc(CN2CCN(C3CCCC3)C(CCO)C2)n1 (stereo not drawn) ?
Rac1 mut GTP: 97.0; HRas wt GTP: 96.0; Avidin fluor: 12; GSH bead fluor: 15; Rac1 wt GTP bind: 98.0; Cdc42 wt: 97.0; Rab7 wt modul: 97.0; ABCG2 block: 4.1; ABCB1 block: 2.4; Pf gametocyte: -1.1; Rab2 wt GTP: 96.0

How did Cc1cc(C)cc(N(CC(=O)NCCSCc2ccccc2)S(C)(=O)=O)c1 do in these assays?
Rac1 mut GTP: 97.0; HRas wt GTP: 98.0; Avidin fluor: 77*; GSH bead fluor: 10; Rac1 wt GTP bind: 100.0; Cdc42 wt: 96.0; Rab7 wt modul: 102.0; ABCG2 block: 0.9; ABCB1 block: 0.8; Rab2 wt GTP: 98.0

Results for CN(C(=O)Cc1noc2ccccc12)c1ccccc1 ?
Rac1 mut GTP: 98.0; HRas wt GTP: 99.0; Avidin fluor: 5; GSH bead fluor: 20; Rac1 wt GTP bind: 106.0; Cdc42 wt: 98.0; Rab7 wt modul: 100.0; ABCG2 block: 4.7; ABCB1 block: 0.1; Pf gametocyte: -4.5; Rab2 wt GTP: 97.0

What do the screens show for `CN1C(=S)N(c2cccnc2)C(=O)/C1=C\c1ccc(N(C)C)cc1`?
Rac1 mut GTP: 96.0; HRas wt GTP: 101.0; Avidin fluor: 14; GSH bead fluor: 15; Rac1 wt GTP bind: 103.0; Cdc42 wt: 99.0; Rab7 wt modul: 102.0; ABCG2 block: 4.1; ABCB1 block: 1.2; Rab2 wt GTP: 99.0

How did COc1ccc(NS(=O)(=O)c2ccc(N/N=C(\C)c3ccncc3)c([N+](=O)[O-])c2)cc1 do in these assays?
Rac1 mut GTP: 101.0; HRas wt GTP: 102.0; Avidin fluor: 2; GSH bead fluor: 6; Rac1 wt GTP bind: 104.0; Cdc42 wt: 101.0; Rab7 wt modul: 103.0; ABCG2 block: -4.0; ABCB1 block: -0.1; Pf gametocyte: 18.8; Rab2 wt GTP: 98.0

How did C/C(=N\NC(=O)CCCNc1cccc(C)c1)c1ccncc1 do in these assays?
Rac1 mut GTP: 94.0; HRas wt GTP: 95.0; Avidin fluor: 5; GSH bead fluor: 16; Rac1 wt GTP bind: 92.0; Cdc42 wt: 94.0; Rab7 wt modul: 97.0; ABCG2 block: 1.3; ABCB1 block: 0.0; Pf gametocyte: -10.9; Rab2 wt GTP: 94.0

What do the screens show for `Cc1ccc(NC(=O)c2ccc(NCCN)c([N+](=O)[O-])c2)cc1Cl`?
Rac1 mut GTP: 99.0; HRas wt GTP: 97.0; Avidin fluor: 3; GSH bead fluor: 6; Rac1 wt GTP bind: 100.0; Cdc42 wt: 98.0; Rab7 wt modul: 100.0; ABCG2 block: -9.2; ABCB1 block: -1.2; Pf gametocyte: -0.3; Rab2 wt GTP: 98.0

What do the screens show for `COc1ccc(N(C(=O)c2cccnc2)S(=O)(=O)c2cccc([N+](=O)[O-])c2)cc1`?
Rac1 mut GTP: 97.0; HRas wt GTP: 98.0; Avidin fluor: 9; GSH bead fluor: 23; Rac1 wt GTP bind: 99.0; Cdc42 wt: 97.0; Rab7 wt modul: 100.0; ABCG2 block: 2.2; ABCB1 block: 0.7; Pf gametocyte: -21.2; Rab2 wt GTP: 98.0

What do the screens show for `CCN(C(=O)COC(=O)C(Cc1ccccc1)N1C(=O)c2ccccc2C1=O)C1CCS(=O)(=O)C1` (stereo not drawn)?
Rac1 mut GTP: 100.0; HRas wt GTP: 98.0; Avidin fluor: 5; GSH bead fluor: 29; Rac1 wt GTP bind: 100.0; Cdc42 wt: 102.0; Rab7 wt modul: 99.0; ABCG2 block: -0.7; ABCB1 block: 0.4; Rab2 wt GTP: 101.0

How did C/C(=N/NS(=O)(=O)c1ccccc1)c1ccc(NC(=O)C2CC2)cc1 do in these assays?
Rac1 mut GTP: 95.0; HRas wt GTP: 95.0; Avidin fluor: 2; GSH bead fluor: 9; Rac1 wt GTP bind: 96.0; Cdc42 wt: 94.0; Rab7 wt modul: 97.0; ABCG2 block: 1.2; ABCB1 block: -0.2; Pf gametocyte: -3.9; Rab2 wt GTP: 95.0

How did c1ccc(Cn2nnc3cnccc32)cc1 do in these assays?
Rac1 mut GTP: 102.0; HRas wt GTP: 103.0; Avidin fluor: 7; GSH bead fluor: 7; Rac1 wt GTP bind: 106.0; Cdc42 wt: 107.0; Rab7 wt modul: 104.0; ABCG2 block: 0.8; ABCB1 block: 0.2; Rab2 wt GTP: 102.0

What do the screens show for `CC1CC(=O)N(c2ccc(N(C)Cc3ccccc3)c([N+](=O)[O-])c2)C1=O` (stereo not drawn)?
Rac1 mut GTP: 98.0; HRas wt GTP: 96.0; Avidin fluor: 9; GSH bead fluor: 10; Rac1 wt GTP bind: 99.0; Cdc42 wt: 96.0; Rab7 wt modul: 96.0; ABCG2 block: 38.6; ABCB1 block: 3.0; Pf gametocyte: -0.1; Rab2 wt GTP: 96.0

Results for COC(=O)Cn1nc(-c2ccc(C)cc2)c2ccccc2c1=O ?
Rac1 mut GTP: 92.0; HRas wt GTP: 96.0; Avidin fluor: 9; GSH bead fluor: 15; Rac1 wt GTP bind: 99.0; Cdc42 wt: 95.0; Rab7 wt modul: 105.0; ABCG2 block: 0.3; ABCB1 block: -2.0; Pf gametocyte: -6.3; Rab2 wt GTP: 106.0

How did Brc1ccc(-c2nc3ccccc3s2)s1 do in these assays?
Rac1 mut GTP: 97.0; HRas wt GTP: 100.0; Avidin fluor: 9; GSH bead fluor: 29; Rac1 wt GTP bind: 100.0; Cdc42 wt: 100.0; Rab7 wt modul: 98.0; ABCG2 block: -2.9; ABCB1 block: -0.6; Rab2 wt GTP: 99.0

What do the screens show for `O=C(Nc1cc(C(F)(F)F)ccc1Cl)C(=O)N1CCCCC1`?
Rac1 mut GTP: 101.0; HRas wt GTP: 98.0; Avidin fluor: 21; GSH bead fluor: 14; Rac1 wt GTP bind: 103.0; Cdc42 wt: 104.0; Rab7 wt modul: 97.0; ABCG2 block: 1.2; ABCB1 block: 0.2; Pf gametocyte: -8.1; Rab2 wt GTP: 98.0

Results for CC(C)(C)c1ccc(S(=O)(=O)CC(O)CSc2nc3c(cc2C#N)CCCC3)cc1 (stereo not drawn) ?
Rac1 mut GTP: 96.0; HRas wt GTP: 98.0; Avidin fluor: 16; GSH bead fluor: 29; Rac1 wt GTP bind: 96.0; Cdc42 wt: 99.0; Rab7 wt modul: 95.0; ABCG2 block: 2.7; ABCB1 block: 0.7; Rab2 wt GTP: 97.0

What do the screens show for `CC(C)(C)C(=O)NC(=S)N1CCOCC1`?
Rac1 mut GTP: 101.0; HRas wt GTP: 103.0; Avidin fluor: 14; GSH bead fluor: 9; Rac1 wt GTP bind: 104.0; Cdc42 wt: 102.0; Rab7 wt modul: 98.0; ABCG2 block: 7.0; ABCB1 block: -0.3; Pf gametocyte: 4.7; Rab2 wt GTP: 100.0

How did Cc1ccc(-c2nnc(NCc3nc4ccccc4[nH]3)c3ccccc23)cc1S(=O)(=O)N1CCCCC1 do in these assays?
Rac1 mut GTP: 98.0; HRas wt GTP: 101.0; Avidin fluor: 6; GSH bead fluor: 11; Rac1 wt GTP bind: 101.0; Cdc42 wt: 101.0; Rab7 wt modul: 101.0; ABCG2 block: 5.2; ABCB1 block: 0.6; Pf gametocyte: -12.3; Rab2 wt GTP: 99.0

How did N#Cc1ccsc1NC(=O)CN1CCN(c2ccc(O)cc2)CC1 do in these assays?
Rac1 mut GTP: 99.0; HRas wt GTP: 99.0; Avidin fluor: 8; GSH bead fluor: 10; Rac1 wt GTP bind: 103.0; Cdc42 wt: 99.0; Rab7 wt modul: 100.0; ABCG2 block: 5.2; ABCB1 block: -0.1; Rab2 wt GTP: 98.0

Compounds were not picked by outcome. About 1.1% of those tested had a hit in this group.
